# Screens (PubChem BioAssay)
# HKDC1 inh: HKDC1 hexokinase inhibitors, primary screen, biochemical, fluorescence, uHTS; Q2TB90; recombinant HKDC1, G6PDH/diaphorase resazurin coupled fluorescence; inhibition, % at 20 µM; 340,000 compounds, 0.16% hits; AID 493160, 2011;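 active = inhibition above about 35% when tested at 20 µM, limit read from the data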;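 note: plate controls were DMSO wells with enzyme for no effect and DMSO wells lacking enzyme for full effect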
# Target sequence (Q2TB90 whole entry, looked up): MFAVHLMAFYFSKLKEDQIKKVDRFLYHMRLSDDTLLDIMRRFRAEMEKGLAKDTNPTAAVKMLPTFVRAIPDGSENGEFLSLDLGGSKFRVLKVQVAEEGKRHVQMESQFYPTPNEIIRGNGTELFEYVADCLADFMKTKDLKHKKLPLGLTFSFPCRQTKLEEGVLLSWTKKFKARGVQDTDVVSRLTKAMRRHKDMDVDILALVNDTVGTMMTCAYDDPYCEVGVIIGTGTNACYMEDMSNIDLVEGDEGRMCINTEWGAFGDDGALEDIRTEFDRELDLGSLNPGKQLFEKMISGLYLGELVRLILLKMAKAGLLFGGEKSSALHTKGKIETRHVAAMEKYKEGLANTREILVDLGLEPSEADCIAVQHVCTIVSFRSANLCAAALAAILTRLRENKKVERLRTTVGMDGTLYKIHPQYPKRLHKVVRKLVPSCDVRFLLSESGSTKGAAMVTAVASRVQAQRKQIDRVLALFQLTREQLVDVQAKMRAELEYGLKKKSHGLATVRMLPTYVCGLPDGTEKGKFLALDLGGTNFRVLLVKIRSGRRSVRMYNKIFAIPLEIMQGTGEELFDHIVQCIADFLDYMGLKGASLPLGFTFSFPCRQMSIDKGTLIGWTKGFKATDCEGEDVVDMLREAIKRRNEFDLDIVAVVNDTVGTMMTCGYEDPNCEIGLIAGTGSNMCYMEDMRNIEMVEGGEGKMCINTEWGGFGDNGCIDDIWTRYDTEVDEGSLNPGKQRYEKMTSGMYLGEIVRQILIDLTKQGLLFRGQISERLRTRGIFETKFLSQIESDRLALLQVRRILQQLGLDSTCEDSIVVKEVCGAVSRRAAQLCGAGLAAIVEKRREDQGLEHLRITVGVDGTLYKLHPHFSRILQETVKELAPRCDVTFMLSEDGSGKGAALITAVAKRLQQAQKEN
#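 Assay system: in-house recombinant HK5 (HKDC1) enzyme. Input: HKDC1 at 5 µg/mL. Medium: Tris pH 8.0 buffer with MgCl2, Tween-20, BSA, BME. Dosing: single 20 µM dose. Schedule: 90 min reaction incubation at room temperature, dark. Signal: resazurin-to-resorufin fluorescence via G6PDH and diaphorase coupling, 525/613 nm. Controls: DMSO-enzyme wells negative, buffer-substituted wells positive.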
# PfG6PD inh: PfG6PD enzyme inhibitors, primary screen, biochemical, fluorescence intensity, uHTS | glucose-6-phosphate dehydrogenase-6-phosphogluconolactonase (Plasmodium falciparum 3D7) | PfGluPho enzyme, NADPH resazurin-diaphorase fluorescence | inhibition, % at 20 µM | 350,000 compounds, 0.78% hits | AID 504690, 2011;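 active = inhibition reaching at least a set limit at 20 µM in the primary screen, cut at about 59% in these data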;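 note: 0% = DMSO wells with substrate and 100% = DMSO wells lacking glucose-6-phosphate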
# SENP7 block: SENP7 protease inhibitors, primary screen, biochemical, luminescence, uHTS; Sentrin-specific protease 7 (Homo sapiens), Q9BQF6; recombinant SENP7, Z-RLRGG-aminoluciferin luminescence, 40 min; inhibition, % at 5 µM; 330,000 compounds, 1.5% hits; AID 434973, 2010;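 active = inhibition above about 50% at the single test dose, limit read from the data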;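 note: plate controls were DMSO with enzyme for no effect and no enzyme buffer wells for full effect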
# SENP8 block: human SENP8 protease inhibitors, primary screen, biochemical, fluorescence, Nedd8 protein substrate, uHTS | AID 602440, 2012 | inhibition, % at 20 µM | Sentrin-specific protease 8 (Homo sapiens), Q96LD8 | recombinant SENP8 | 360,000 compounds, 0.64% hits; in the data active = inhibition mostly above about 40%, no sharp cut-off; inactive = mostly below about 27%
# ATG4B inh: ATG4B protease inhibitors, primary screen, biochemical, fluorescence, uHTS; 340,000 compounds, 0.51% hits; inhibition, % at 8.33 µM; Cysteine protease ATG4B (Homo sapiens), Q9Y4P1; ATG4B cleavage of LC3-PLA2, NBD-HPC fluorescence, 1 h; in the data active = inhibition above about 40%
# SENP6 block: SENP6 protease inhibitors, primary screen, biochemical, luminescence, uHTS; Sentrin-specific protease 6 (Homo sapiens), Q9GZR1; Recombinant SENP6 catalytic domain, aminoluciferin luminescence; inhibition, % at 10 µM; 330,000 compounds, 1.8% hits; AID 2599, 2010;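 active = inhibition above about 50% at the single tested dose, limit read from the data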;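 note: plate controls were DMSO wells with enzyme for no effect and DMSO wells lacking enzyme for full effect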
# MPTP block: mitochondrial permeability transition pore inhibitors, primary screen, biochemical, isolated mouse mitochondria, absorbance. Ca2+ swelling absorbance, 30 min. inhibition, % at 10 µM. 360,000 compounds, 1.4% hits. AID 602449, 2012;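 active = inhibition of 50% or more, scaled per plate between neutral and stimulator controls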;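 note: 0% = DMSO wells given calcium and 100% = 1 mM EGTA wells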
# NR3A LBD binder: binders of NR3A ligand-binding domain, primary screen, biophysical, differential scanning fluorimetry, uHTS. Glutamate receptor ionotropic, NMDA 3A (GRIN3A) ligand-binding domain. NR3A LBD differential scanning fluorimetry, Tm shift; 0% = protein alone, 100% = glycine-bound protein. Tm shift relative to glycine control, % at 25 µM. 340,000 compounds, 2.5% hits;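 active = melting temperature shift of at least 10% of the positive control shift, at one fixed dose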
# Active calls of the source: *; nt = not tested or not shown.
compound	HKDC1 inh	PfG6PD inh	SENP7 block	SENP8 block	ATG4B inh	SENP6 block	MPTP block	NR3A LBD binder
Nc1nonc1-n1nnc(C(=O)N/N=C/c2ccccc2O)c1CN1CCCC1	-3.6	-9.7	9.3	0.5	-3.3	-22.0	0.5	-1.3
COCCNC(=S)N1CCN(c2cccc(C(F)(F)F)c2)CC1	-6.0	14.6	-5.3	10.4	-3.8	-6.7	-0.9	-1.4
Cc1nc(-c2ccc(Cl)cc2)sc1C(=O)CBr	0.7	-36.8	10.9	30.8	3.3	-14.1	0.7	-1.5
Cc1cc2nnc(SCC(=O)N3CCOCC3)n2c2ccccc12	4.7	-8.0	-1.3	10.0	8.0	-16.6	1.4	-0.7
CC(=O)N1c2ccccc2N(Cc2ccc([N+](=O)[O-])cc2)C(=O)C1(C)C	-7.2	20.4	2.1	7.6	-3.8	8.0	1.1	1.0
CCN(CC)CCNC(=O)C(Oc1ccccc1)Oc1ccccc1	2.8	1.7	-3.4	18.0	-0.7	-35.9	-0.5	30.7*
CC(=O)Nc1sc(C)c(C)c1C(=O)OCC(=O)NC(C)c1ccccc1 (configuration not stated)	-0.6	6.2	0.1	-60.4	25.1	-0.1	1.0	1.9
COc1ccc(NC(=O)C2=C(C)NC(=S)NC2c2ccc(O)c(OC)c2)cc1 (configuration not stated)	-0.6	14.1	7.3	1.8	-2.3	8.7	-0.3	2.4
O=C(Nc1cccc(-c2nc3ccccc3[nH]2)c1)c1ccc(C(=O)Nc2cccc(-c3nc4ccccc4[nH]3)c2)cc1	3.3	0.1	-10.9	-89.9	22.9	-22.2	3.4	27.9*
CCCCC1=NN(C(=O)c2cocc2C)C(O)(C(F)(F)F)C1 (configuration not stated)	-1.3	-4.0	-0.3	6.7	-6.2	-3.7	0.8	3.7
COc1ccc(S(=O)(=O)N2CCCC2C(=O)Nc2ccc(O)cc2)cc1 (configuration not stated)	-4.5	6.5	7.3	2.3	2.2	-7.3	-1.9	1.1
O=C(Nc1cccc(Br)c1)C1CCCC1	-2.4	32.9	-8.3	24.7	-15.1	-16.4	8.2	0.2
Cn1c(CNC(=O)c2ccco2)nnc1SCC(=O)c1ccc(Br)cc1	-3.0	2.7	-12.1	-2.8	3.0	-14.2	-0.9	2.6
CC1CCN(c2ccc(/C=C(\C#N)c3nn(-c4ccccc4)c(N)c3C#N)cc2[N+](=O)[O-])CC1	-8.3	1.6	-2.4	31.3	-5.6	8.5	2.7	10.2*
CC(=O)c1ccc(C(=O)N2CCC(CO)(Cc3cccc(C(F)(F)F)c3)CC2)cc1	-10.2	-10.5	-3.0	1.0	-0.3	-3.4	-1.2	-3.2
Cc1[nH]c(=O)c(C#N)c(C)c1CCC(=O)NCc1ccc(Cl)cc1	-4.1	6.4	-6.5	-70.6	-4.0	11.1	-0.4	-1.0
CCc1cc(CNC(=O)CC2C(=O)NCCN2Cc2cccc(OC)c2)on1 (configuration not stated)	1.6	12.2	-4.5	-22.9	3.5	-0.6	0.3	0.5
COc1cc(C(=O)NC2CC3CCCC(C2)N3C2CC2)cc(OC)c1OC (configuration not stated)	0.1	-4.8	-1.9	7.3	-7.3	-1.7	0.6	0.8
CCOC(=O)c1nn2c(C(F)(F)F)cc(-c3ccc(OC)cc3)nc2c1Br	5.6	-10.0	9.3	-420.3	3.1	3.3	2.7	1.1
COc1ccc(Cc2nc3ccccc3n2CC(=O)N/N=C/c2ccccc2)cc1OC	7.5	28.0	-2.0	11.2	-10.6	-6.6	-2.7	-0.6
Cn1c(N)cc(=O)[nH]c1=S	-5.2	13.4	nt	12.4	0.8	nt	-1.7	5.7
COc1ccc(CNC(=O)C(=O)NCC2CCCO2)cc1 (configuration not stated)	-7.2	12.0	2.7	24.4	-0.4	-15.5	-3.3	2.4
COc1cc(/C=N/n2c(C)nnc2C)cc(OC)c1OC	-3.7	-4.3	-0.6	6.1	-9.4	-14.7	-1.4	-1.3
CCOc1ccc(N=C2NC(=O)/C(=C/C(=O)OC)S2)cc1	-3.1	-12.1	-5.6	23.3	-17.0	-5.1	0.1	-2.7
COc1ccccc1-c1cc(C(=O)Nc2ccccc2SC)no1	-9.0	5.6	-7.2	10.8	18.2	13.5	-1.3	-2.8
Cc1cc(NC(=O)c2ccc(Cl)c(S(=O)(=O)N3CCOCC3)c2)no1	-10.7	-8.3	1.3	8.9	-10.0	-4.0	1.0	-0.3
Cc1nc2c(n1C1CCCCC1)C(=O)c1ccccc1C2=O	27.1	13.6	-4.3	32.2	-0.9	13.4	3.4	-2.6
Cc1ccc(S(=O)(=O)CC(=O)N2CC(C)OC(C)C2)cc1 (configuration not stated)	-1.7	-7.9	-1.5	1.5	-9.3	-8.6	0.9	-3.5
Cc1onc(-c2c(F)cccc2Cl)c1C(=O)Nc1nnc(C2CC2)s1	-4.2	-32.1	2.5	6.0	-12.7	-26.4	-1.0	-0.7
N#CCCN1CCN(S(=O)(=O)c2ccc(S(=O)(=O)NCC3CCCO3)cc2)CC1 (configuration not stated)	-6.9	-4.8	10.5	9.4	0.7	4.5	0.3	-0.2
COc1cccc(CC(NC(C)=O)C(=O)NC2CCN(S(=O)(=O)c3ccc(NC(C)=O)cc3)CC2)c1 (configuration not stated)	-0.1	-12.2	4.5	11.8	-6.6	5.0	-3.1	-0.8
COc1ccccc1C(=O)NNC(=O)CCN1C(=O)/C(=C\c2ccccc2)SC1=S	-9.4	2.9	-0.8	10.1	-3.3	-27.4	4.2	-1.2
COc1ccc(C(CNC(=O)c2cc3c(s2)CCC(C)C3)N2CCOCC2)cc1 (configuration not stated)	-0.8	12.3	-6.9	-55.4	-37.6	-14.8	-0.2	0.3
CC(C)Cc1ccc(S(=O)(=O)N2CCOCC2)cc1	-9.1	-10.6	1.2	3.5	-2.1	-29.8	1.2	-20.4
O=C1CN(C(=S)Nc2ccccc2Cl)CCN1	-0.5	1.7	-1.9	6.8	-10.2	1.0	0.2	1.7
CCOC(=O)C1(Cc2ccccc2C)CCCN(Cc2ccc(NC(C)=O)cc2)C1 (configuration not stated)	-2.4	6.8	-3.6	9.4	-8.1	-8.0	-0.5	-0.1
COC(=O)c1ccccc1NC(=S)NC(NC(=O)c1ccccc1[N+](=O)[O-])C(Cl)(Cl)Cl (configuration not stated)	3.2	-1.1	0.2	-339.1	-7.6	-5.0	5.9	-4.1
Cc1csc(CNc2ncnc3ccc(-c4ccc5c(c4)OCO5)cc23)c1	-2.1	-10.1	-0.7	-488.2	-1.0	6.2	0.6	-14.8
O=C(Nc1nc2c(F)cccc2s1)c1ccc([N+](=O)[O-])o1	6.2	2.8	23.0	3.9	2.5	70.6*	0.8	-13.7
CSc1ccccc1NC(=O)c1cc(S(=O)(=O)N(C)C)ccc1N1CCCC1	-6.1	6.1	4.1	-4.0	-1.4	-17.9	0.9	0.7

# Reprinted at random: two records from the list
compound	HKDC1 inh	PfG6PD inh	SENP7 block	SENP8 block	ATG4B inh	SENP6 block	MPTP block	NR3A LBD binder
COc1ccc(CNC(=O)C(=O)NCC2CCCO2)cc1 (configuration not stated)	-7.2	12.0	2.7	24.4	-0.4	-15.5	-3.3	2.4
Cc1csc(CNc2ncnc3ccc(-c4ccc5c(c4)OCO5)cc23)c1	-2.1	-10.1	-0.7	-488.2	-1.0	6.2	0.6	-14.8

# Only ATG4B inh, for four of the compounds above:
SMILES	ATG4B inh
COc1cc(/C=N/n2c(C)nnc2C)cc(OC)c1OC	-9.4
CCOc1ccc(N=C2NC(=O)/C(=C/C(=O)OC)S2)cc1	-17.0
COc1ccccc1-c1cc(C(=O)Nc2ccccc2SC)no1	18.2
Cc1cc(NC(=O)c2ccc(Cl)c(S(=O)(=O)N3CCOCC3)c2)no1	-10.0

# Next structures follow.
compound	HKDC1 inh	PfG6PD inh	SENP7 block	SENP8 block	ATG4B inh	SENP6 block	MPTP block	NR3A LBD binder
O=C(N/N=C/c1cccnc1)c1ccc(F)cc1	-6.2	7.0	-5.9	11.9	6.3	-2.7	-1.2	0.9
COc1cccc(CNC(=O)N2CCN(S(=O)(=O)c3ccc(C)cc3)CC2)c1	-2.9	-23.2	-1.5	13.8	2.6	-24.6	0.8	-1.3
O=C(NCCCN1CCOCC1)c1ccc(NS(=O)(=O)c2ccccc2)cc1	-6.3	-6.3	9.5	12.9	8.1	-20.3	-0.6	0.2
C[C@H](CO)N1C[C@H](C)[C@@H](CN(C)S(C)(=O)=O)Oc2ccc(NC(=O)NC3CCCCC3)cc2C1=O	-1.8	8.7	1.7	8.7	-3.3	14.4	-1.1	-2.0
O=C(Nc1cc(S(=O)(=O)N2CCOCC2)ccc1Cl)c1cc2ccccc2o1	3.8	24.9	1.4	2.2	-15.0	2.0	-1.4	1.7
COc1ccc(OC)c(-n2c(O)cnc2Nc2nc(C)cc(C)n2)c1	-3.4	-0.8	-0.1	12.9	1.6	3.7	-2.7	4.3
O=S(=O)(Nc1cccc(Cl)c1)c1ccc(-n2cccn2)cc1	1.6	-10.0	3.8	11.3	-5.3	-19.3	0.7	-3.9
CCCCn1c(N)c(N(CCOC)C(=O)c2cc3ccccc3cc2OC)c(=O)[nH]c1=O	-2.2	-1.1	6.8	1.1	-4.2	-17.0	-0.4	0.5
Cc1nc(SCC(=O)N2CCCCCC2)c2c(=O)n(C)c(=O)n(CC(C)C)c2n1	28.0	-24.5	nt	0.1	4.1	nt	1.6	-2.2
COc1ccccc1NS(=O)(=O)c1cccc(C(=O)N2CCN(C/C=C/c3ccccc3)CC2)c1	-9.3	-9.6	-0.1	3.3	-3.3	7.7	-0.5	1.9
COC(=O)CC/C(O)=C1\C(=O)CC(C)(C)CC1=NCc1nc2ccccc2[nH]1	-4.5	-0.5	1.3	9.2	1.1	1.7	0.7	1.9
COc1ccc(N2C(=O)/C(=C/c3ccc([N+](=O)[O-])cc3)C=C2c2ccccc2)cc1	-8.6	1.2	60.5*	20.7	2.7	-9.3	4.7	0.1
Cc1ccc(C(C(=O)NC(C)(C)C)N(Cc2ccco2)C(=O)Cn2nnc(-c3cccs3)n2)cc1 (configuration not stated)	-5.3	18.2	3.0	11.9	0.7	-17.2	2.0	12.5*
Cc1nn(C)c(C)c1/C=C(/C(=O)C(C)C)n1cncn1	-1.1	-25.5	7.9	1.4	15.1	-0.1	1.8	0.4
O=C1NC(=S)N/C1=C/C=C/c1ccccc1	14.8	-11.7	-4.7	-121.8	1.2	0.3	0.5	-24.9
COc1ccccc1CC(=O)N1CCC(CCC(=O)NC2CC2)CC1	-5.2	-0.6	-1.0	1.9	-6.6	-11.0	1.5	3.7
COc1cccc(OCCSc2nc(N)cc(N)n2)c1	2.9	12.7	10.1	-13.0	-11.8	37.6	-1.2	0.7
Cc1nnc(SCC(=O)N(C)CC(=O)Nc2ccccc2Cl)s1	-3.1	10.7	5.5	-1.1	1.4	9.4	0.1	-0.8
CC(Sc1nc2ncc(Cl)cc2[nH]1)C(=O)NC1(C#N)CCCCC1 (configuration not stated)	-0.7	31.3	10.5	4.0	-3.2	3.1	0.7	-4.0
